# Source: PubChem (Southern Research Specialized Biocontainment Screening Center)
# M. tuberculosis HTS: M. tuberculosis growth inhibition, HTS (AID 449762); M. tuberculosis H37Rv growth inhibition, 7H9 media; higher % means a stronger effect; one-dose inhibition, % at 25 µM; IC50 in µM for titrated hits; hit rate 0.59% among 330,000; in the data active means a potency from the dose series; inconclusive means inhibition above about 70% without an active follow-up result;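 further: bacterial growth assessed after seven days of incubation; strong numbers were not always called active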
# tuberculosis growth: growth inhibition of non-replicating M. tuberculosis (AID 488890). Mycobacterium tuberculosis non-replicating, growth inhibition; higher % means a stronger effect. one-dose inhibition, % at 25 µM; IC50 in µM for titrated hits. hit rate 0.39% among 320,000; in the data active means a potency from the dose series; inconclusive means inhibition mostly from about 82% at the one dose, without a potency; inactive means the rest, 99 in 100 with inhibition below about 76%;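 further: plate controls were DMSO cells for no effect and high antibiotic wells for full effect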
# influenza NS1A: NS1A inhibition, H1N1 influenza, cell based functional assay (AID 504329). inhibition, % at 12.5 µM, or IC50 in µM where a hit was titrated. NS1A functional cell-based assay, percent inhibition; higher % means a stronger effect. hit rate 0.3% among 340,000; in the data active means a potency from the dose series; inconclusive means inhibition above about 27% without an active follow-up result; further: strong numbers were not always called active
# PhoP GFP inhibition: Inhibition of PhoP regulon, Salmonella typhi GFP reporter cells, confirmation, 4 h (AID 1850) | hit rate 0.33% among 310,000 | inhibition, % at 50 µM, or IC50 in µM where a hit was titrated | Salmonella Typhi PhoP-promoter GFP reporter, fluorescence, 4 h; higher % means a stronger effect; in the data active means a potency from the dose series; inconclusive means inhibition mostly from about 25% at the one dose, without a potency; inactive means the rest, 99 in 100 with inhibition below about 19%;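 further: 0% = induced wells with vehicle and 100% = uninduced wells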
# inhibitors of VEEV: inhibitors of VEEV TC-83 cytopathic effect, confirmation, Vero cells (AID 588727); Vero cells, VEEV TC-83 cytopathic effect inhibition; higher % means a stronger effect; inhibition, % at 20 µM, or IC50 in µM where a hit was titrated; hit rate 0.13% among 350,000; in the data active means a potency from the dose series; inconclusive means inhibition mostly from about 14% at the one dose, without a potency; inactive means the rest, 99 in 100 with inhibition below about 12%; further: strong numbers were not always called active
# inhibitors of VEEV 10K pilot screen: also measured in inhibitors of VEEV; calls as there; inhibition, %; measured here: 10K pilot screen inhibition
# An asterisk follows results filed as active; i = inactive; ? = inconclusive; . = no result given. Rows were taken by chance; any-hit rate near 1.5%.
SMILES,M. tuberculosis HTS,tuberculosis growth,influenza NS1A,PhoP GFP inhibition,inhibitors of VEEV,others
NC(=O)C1=C[C@H](c2ccc(C(F)(F)F)cc2)C[C@H](OCCCCO)O1,-2%,7%,7%,-5%,0.1%,
Cc1c(NC2(c3nnnn3-c3ccc(Br)cc3)CCCCC2)c(=O)n(-c2ccccc2)n1C,-5%,9%,-8%,-1%,5.7%,
O=S1(=O)c2c(F)cccc2OC(COc2ccccc2)CN1CCc1ccc(F)cc1 (stereo not given),.,.,-7%,.,i,
O=C(Nc1cccc([N+](=O)[O-])c1)Nc1ccc(Cl)cn1,1%,-7%,8%,1%,i,
O=C(NN=Cc1ccccc1C(=O)O)c1ccc(NS(=O)(=O)c2cccs2)cc1,15%,7%,-8%,.,2.9%,
NS(=O)(=O)c1ccc(CNC(=O)C2(c3ccc(Cl)cc3)CC2)cc1,-1%,15%,-4%,-7%,i,
O=c1[nH]c(=O)n(-c2ccc(Br)cc2)c(O)c1C=NC(CO)(CO)CO,1%,-3%,.,2%,i,
Cc1ccccc1Cn1cccc1/C=C1/C(=N)N2C=CSC2=NC1=O,-5%,4%,-17%,-21%,12%,
CCOC(=O)c1c(SCCN2CCCCC2)n(-c2ccccc2)c(=S)n(-c2ccccc2)c1=O,.,.,-22%,.,20µM*,
C/C(=C\c1ccccc1)C(=O)NCc1ccco1,5%,?,-3%,2%,0.0%,inhibitors of VEEV 10K pilot screen=0.1
O=C(N/N=C/c1ccccc1C(F)(F)F)c1ccc2nc[nH]c2c1,6%,-3%,-2%,-6%,i,
CCOc1cc(/C=N/Nc2nc(-c3cccc(S(=O)(=O)N4CCCC4)c3)cs2)ccc1O,?,25%,13%,-4%,7.2%,
CCC(SC1=N/C(=C/c2ccccc2OC)C(=O)N1c1ccccc1)C(=O)Nc1cc(C)on1 (stereo not given),-2%,23%,8%,1%,8.2%,
COc1ccccc1NC(=O)C1=C(C)Nc2nnnn2C1c1ccccc1OC (stereo not given),-1%,7%,-1%,21%,3.1%,
Cc1ccnc(NS(=O)(=O)c2ccc3c(c2)CCO3)c1,-6%,0%,.,10%,.,
CCOC(=O)N/N=C/c1cccnc1,-3%,2%,6%,-7%,0.2%,
CCOc1ccc(OCC)c(NC(=O)C2CCN(S(=O)(=O)c3cccc4nonc34)CC2)c1,0%,-13%,-4%,6%,0.9%,
O=[N+]([O-])c1ccc(-n2cccn2)c(-c2nn[nH]n2)c1,1%,2%,-18%,3%,1.1%,
CC(=O)NN1C(=O)c2ccccc2NC1c1ccc([N+](=O)[O-])o1 (stereo not given),5%,12%,6%,-22%,4.8%,
CN(CCc1ccccn1)C(=O)c1ccc(OC2CCN(CCc3ccccc3)CC2)cc1,4%,7%,2%,-3%,0.3%,
CC1CC(=O)Nc2ccccc2S1(=O)=O (stereo not given),-8%,0%,3%,-15%,i,
Cc1ccc(NC(=O)CN(C)C(=O)Cc2ccc(Cl)cc2Cl)cc1,-3%,29%,-1%,6%,0.1%,
O=C(CCCCCN1C(=O)c2ccccc2C1=O)NC1CCCC1,-2%,6%,-4%,-7%,1.1%,
COc1cccc(/C=C/C(=O)Nc2ccc(OC)nc2)c1,3%,31%,-6%,-8%,0.8%,
Cc1ccc2[nH]c(=O)c(-c3nc4cc(C)ccn4c3NCc3ccco3)cc2c1,1%,-15%,6%,-7%,9.3%,
CC(C)COc1ccc(-c2nnc(-c3ccco3)o2)cc1,66%,75%,0%,-6%,0.1%,inhibitors of VEEV 10K pilot screen=1.6
Cc1cc(C)c(NC(=O)Cn2c(=O)n(-c3ccc(CC(=O)NCC4CCCO4)cc3)c(=O)c3ccccc32)c(C)c1 (stereo not given),-4%,4%,1%,6%,1.8%,
O=C(Cn1c(NCCCO)nc2ccccc21)c1ccc([N+](=O)[O-])cc1,-4%,-7%,-1%,1%,i,
COc1ccc(Cc2nnc(Nc3ccc(C)cc3)o2)cc1OC,4%,3%,0%,-11%,0.1%,
O=C(c1cc2sccc2n1Cc1ccc(F)cc1)N1CCc2ccccc21,5%,24%,0%,3%,i,
CCCC(=O)NC(C)c1nc2ccccc2n1C (stereo not given),0%,.,2%,.,0.7%,
O=C(Nc1cc(C(F)(F)F)ccc1Cl)C1CCN(c2nnc(-n3cccc3)s2)CC1,.,.,3%,.,0.9%,inhibitors of VEEV 10K pilot screen=0.7
CN1C(=O)C(=CN2CCN(C(=O)c3ccco3)CC2)C(=O)N(C)C1=S,4%,26%,24%,-1%,0.2%,
CCOc1ccccc1C1C(C(=O)Nc2ccc(OC)cc2)=C(C)Nc2nc(CCCO)nn21 (stereo not given),-9%,-15%,-1%,-7%,0.2%,
COc1ccc(Cl)cc1C(=O)N(Cc1nc(-c2cccc(C)c2)no1)C(C)C,-2%,.,-15%,9%,6.6%,
COCCN(CCOC)Cc1cc(=O)oc2cc3c(cc12)CCC3,-8%,27%,0%,3%,2.6%,
COC(=O)c1cc(S(=O)(=O)NCc2ccccc2)cn1C,-2%,1%,3%,15%,1.9%,
CCOc1ccc(NS(=O)(=O)c2ccc3c(c2)CCN3C(C)=O)cc1,-8%,-4%,20%,-4%,i,
O=C(CN1C(=O)c2ccccc2S1(=O)=O)NCCc1ccc(F)cc1,0%,-16%,-10%,.,0.7%,
CCOC(=O)c1c(C)[nH]c(C)c1S(=O)(=O)NCC1CCN(Cc2ccccc2OC)CC1,-7%,12%,-3%,-8%,0.3%,
Cc1ccc(NC(=O)C(=O)c2c[nH]c3ccccc23)cc1,10%,37%,1%,12%,2.4%,
COc1ccc([C@@H]2CC=C(C(=O)O)CN2S(=O)(=O)c2ccc(C)cc2)cc1OC,-4%,10%,-11%,-7%,0.2%,
Cc1ccc([N+](=O)[O-])cc1S(=O)(=O)NCc1cccnc1,4%,-21%,-1%,0%,1.3%,
[O-][n+]1ccc(C(O)c2ccccc2)cc1 (stereo not given),-6%,-2%,-2%,-3%,1.2%,
NS(=O)(=O)c1cc(C(=O)OCC(=O)N2CCOCC2)ccc1Cl,-4%,-14%,-4%,4%,i,
CCc1ccc(NC(=O)N(CCN(C)C)C(C)c2cccnc2)cc1 (stereo not given),-5%,.,5%,8%,i,
Cc1cc(C)c(C)c(C(=O)C2OC(=O)C(C)(C)C(=O)C2(C)C)c1C (stereo not given),2%,-11%,-11%,-6%,0.8%,
OCCN(Cc1ccccc1)Cc1cccc(F)c1,6%,5%,-11%,0%,i,
O=C1C2CCCCN2C(=O)N1CCCCN1CCN(c2cccc(Br)c2)CC1 (stereo not given),10%,-10%,-6%,-3%,0.3%,
COC(=O)c1ccc(CSc2nc3ccc(S(N)(=O)=O)cc3[nH]2)cc1,-3%,-3%,5%,3%,3.2%,
C[C@@H]1CN([C@@H](C)CO)C(=O)c2cc(NC(=O)C3CC3)ccc2O[C@@H]1CN(C)Cc1ccc(Cl)c(Cl)c1,35%,20%,-6%,.,5.0%,
CC(C)c1nc2oc3c(NCC4CCCO4)ncnc3c2c2c1CCC2 (stereo not given),2%,10%,2%,-14%,4.6%,
O=C(Nc1cccnc1)c1cc2c(ccc3ccccc32)o1,-7%,-7%,-22%,17%,1.6%,
O=C(CCNC(=O)c1ccc(Cl)cc1)Nc1ccc(Cl)cc1F,25%,?,3%,-5%,0.3%,
O=[N+]([O-])c1cccc(N/N=C/c2ccc(N3CCOCC3)cc2)c1,?,41%,0%,-1%,9.5%,
COc1ccc(-c2noc(COc3ccc4c(c3)OCO4)n2)cc1,10%,54%,-6%,-10%,i,
COc1ccc2c(c1)cc1n2CCN2CCCN=C12,-8%,9%,-11%,3%,0.4%,
COc1cc(CC(C)N)c(OC)cc1I (stereo not given),2%,-3%,-7%,2%,1.1%,
COc1cccc(CNC(=O)Cc2csc(Nc3nc(=S)[nH]c4ccccc34)n2)c1,13%,4%,-5%,1%,1.9%,
COc1ccc(CN(C)C(=O)c2ccc(NC(=O)CC3SC(N4CCCC4)=NC3=O)cc2)c(OC)c1OC (stereo not given),9%,-2%,2%,4%,4.4%,
# The results go on:
SMILES,M. tuberculosis HTS,tuberculosis growth,influenza NS1A,PhoP GFP inhibition,inhibitors of VEEV,others
CC1(C)CC(=O)C2=C(C1)NC(Nc1nc3ccccc3o1)=NC2c1ccccn1 (stereo not given),<0.2µM*,?,-1%,9%,8.5%,
COC(=O)C1CC(=O)c2sccc2C1 (stereo not given),-7%,-7%,-8%,-5%,0.3%,
O=C(O)C(Cc1ccccc1)N1Cc2ccccc2C1=O (stereo not given),-12%,-19%,2%,7%,1.2%,
Cc1noc(C)c1C(=O)N1CCCC(C(=O)c2cccc(C(F)(F)F)c2)C1 (stereo not given),-10%,-11%,5%,-1%,0.5%,inhibitors of VEEV 10K pilot screen=0.3
O=S(=O)(NCCSc1nnnn1-c1ccccc1)c1cccs1,-3%,9%,-7%,5%,3.3%,
COCCN(CCOC)c1nc(S(=O)(=O)c2ccc(C)cc2)c(Cl)s1,-1%,14%,3%,-13%,i,
COC(=O)C1=NNC2(C)C(=O)N(c3ccc(C)cc3)C(=O)C12 (stereo not given),-9%,-24%,2%,-9%,0.9%,
COC(=O)C1=C(C)Nc2c(c(=O)n(C)c(=O)n2C)C1c1ccc(C)cc1 (stereo not given),-8%,-3%,-2%,-3%,1.5%,
COc1ccccc1N1C(=O)CC(c2ccccc2)CC1=O,-22%,-3%,-9%,.,5.8%,
COCCOC(=O)C(C#N)c1nc2ccccc2nc1N1CCN(Cc2ccccc2)CC1 (stereo not given),7%,22%,9%,-12%,5.4%,
Cc1cc(NC(=O)c2ccc(C(C)(C)C)cc2)no1,.,.,-4%,.,0.6%,
COC(=O)c1ccc(C(=O)OC)c(NC(=O)COC(=O)c2ccccc2OC)c1,3%,24%,-5%,-5%,i,
Cc1cc(C)c(S(=O)(=O)N2CCCCC2CCNC(=O)C(=O)NCCN2CCOCC2)c(C)c1 (stereo not given),-9%,7%,11%,7%,i,
COc1ccc(CN(C(=O)CNC(=O)c2ccco2)C(C(=O)NC2CCCC2)c2ccco2)cc1 (stereo not given),-6%,10%,1%,4%,3.2%,
Cc1ccc(NC2=Nc3ccccc3CC2)cc1,4%,-9%,-5%,-23%,2.3%,
COc1ccc(CC(CN)c2ccccc2)cc1 (stereo not given),7%,55%,-1%,-5%,0.6%,

# Filtered by structure, those above containing fluorine.
SMILES,M. tuberculosis HTS,tuberculosis growth,influenza NS1A,PhoP GFP inhibition,inhibitors of VEEV,others
NC(=O)C1=C[C@H](c2ccc(C(F)(F)F)cc2)C[C@H](OCCCCO)O1,-2%,7%,7%,-5%,0.1%,
O=S1(=O)c2c(F)cccc2OC(COc2ccccc2)CN1CCc1ccc(F)cc1 (stereo not given),.,.,-7%,.,i,
O=C(N/N=C/c1ccccc1C(F)(F)F)c1ccc2nc[nH]c2c1,6%,-3%,-2%,-6%,i,
O=C(c1cc2sccc2n1Cc1ccc(F)cc1)N1CCc2ccccc21,5%,24%,0%,3%,i,
O=C(Nc1cc(C(F)(F)F)ccc1Cl)C1CCN(c2nnc(-n3cccc3)s2)CC1,.,.,3%,.,0.9%,inhibitors of VEEV 10K pilot screen=0.7
O=C(CN1C(=O)c2ccccc2S1(=O)=O)NCCc1ccc(F)cc1,0%,-16%,-10%,.,0.7%,
OCCN(Cc1ccccc1)Cc1cccc(F)c1,6%,5%,-11%,0%,i,
O=C(CCNC(=O)c1ccc(Cl)cc1)Nc1ccc(Cl)cc1F,25%,?,3%,-5%,0.3%,
Cc1noc(C)c1C(=O)N1CCCC(C(=O)c2cccc(C(F)(F)F)c2)C1 (stereo not given),-10%,-11%,5%,-1%,0.5%,inhibitors of VEEV 10K pilot screen=0.3
